Bioassay records from PubChem.
D2 potentiator: HTS Assay for Positive Allosteric Modulators of the Human D2 Dopamine Receptor: Primary Screen for Potentiators; D(2) dopamine receptor (Homo sapiens), P14416; HEK293 T-REx D2, calcium flux, EC20 dopamine potentiation; potentiation, % at 10 µM; 0.34% of 340,000 active; AID 485347, 2010;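 active = potentiation over 3 SD above the plate norm, cut at about 30% in these data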; also: 0% is about no effect
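Using a no-wash calcium dye in inducible, force-coupled HEK293 Trex cells expressing D2, we tracked fluorescence each second for 180 s after compound, then for 180 s after EC20 dopamine to detect augmented signalling.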
Glioma ERSR ind: qHTS for Inducers of the Endoplasmic Reticulum Stress Response (ERSR) in Human Glioma: qHTS. 0.02% of 420,000 active. U87-MG GRP78 promoter luciferase reporter, 16 h. Potency, µM, for the others: at the highest dose activation, actives largely listed as activators; also: potency is read from the fitted curve at half-maximal effect; series mostly up to about 76 µM; % of control where 0% means no effect; nearly all actives have a fitted effect of over 35% in size
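Stably transfected U87-MG glioma cells carrying a GRP78-based luciferase sensor; 16 h compound incubation. Luminescence end-point read 10 min after Bright-Glo addition at room temperature.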
D1 antag: Antagonist of Human D 1 Dopamine Receptor: qHTS; activity change, negative = inhibition, % at 10 µM; D(1A) dopamine receptor (Homo sapiens), P21728; HEK293 TREx D1 cells, calcium flux, dopamine EC80; stronger effect = lower value; 3.2% of 360,000 active; in the data active = activity change below about -30%; also: % is scaled to controls: 0 for no effect and ±100 for the full control effect
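Allosteric or orthosteric antagonism assessed as attenuation of the calcium response to EC80 dopamine, added 180 s after compound, in induced HEK293 Trex D1 cells loaded with no-wash calcium dye.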
Vif-APOBEC3F blk: qHTS for Inhibitors of Vif-A3F Interactions: qHTS; HeLa A3F-eYFP + Vif (tagged APOBEC3F with the HIV-1 protein that degrades it), YFP fluorescence increase; Potency, µM (series often up to 46.1 µM), for the others: at the top dose activity, negative = active; 0.2% of 390,000 active; AID 602313, 2012; also: potency is read from the fitted curve at half-maximal effect; % of control where 0% means no effect; nearly all actives have a fitted effect of over 65% in size
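Fluorescence increase (Ex 488/Em 500-530) after overnight compound treatment at 37 deg C flags inhibition of Vif-driven A3F-eYFP loss in stable HeLa A3F-eYFP/Vif cells seeded overnight beforehand.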
Vif-APOBEC3G blk: qHTS for Inhibitors of Vif-A3G Interactions: qHTS | DNA dC->dU-editing enzyme APOBEC-3G (Homo sapiens), Q9HC16 | AID 602310, 2012 | HeLa A3G-eYFP + Vif (tagged APOBEC3G with the HIV-1 protein that degrades it), YFP fluorescence, overnight | Potency, µM (titrated, usually from 46.1 µM), without a hit: top-dose activity, negative = active, actives largely listed as inhibitors | 0.076% of 410,000 active;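 also: potency is read from the fitted curve at half-maximal effect; % is scaled to controls: 0 for no effect and ±100 for the full control effect; nearly all actives have a fitted effect of over 60% in size; hits raise eYFP signal because A3G escapes Vif-driven loss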
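HeLa cells stably expressing Vif and C-terminally eYFP-tagged A3G, seeded overnight at 37 deg C, then exposed to compound by pintool overnight at 37 deg C. Rise in yellow fluorescence (Ex 488/Em 500-530, Acumen) marks blocked Vif-driven A3G degradation.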
RXFP1 agonist: qHTS Assay for Agonists of the Relaxin Receptor RXFP1; 0.3% of 370,000 active; HEK293T-RXFP1 cAMP TR-FRET, 30 min; response scale: percent of porcine relaxin response, buffer zero; Potency, µM (highest dose often 57.5 µM), for the others: at the top dose activation, usual class: activators; also: potency is read from the fitted curve at half-maximal effect; % is scaled to controls: 0 for no effect and ±100 for the full control effect; nearly all actives have a fitted effect of over 60% in size; many of its hits are not listed in these tables
Target sequence (Q9HBX9 whole entry, looked up): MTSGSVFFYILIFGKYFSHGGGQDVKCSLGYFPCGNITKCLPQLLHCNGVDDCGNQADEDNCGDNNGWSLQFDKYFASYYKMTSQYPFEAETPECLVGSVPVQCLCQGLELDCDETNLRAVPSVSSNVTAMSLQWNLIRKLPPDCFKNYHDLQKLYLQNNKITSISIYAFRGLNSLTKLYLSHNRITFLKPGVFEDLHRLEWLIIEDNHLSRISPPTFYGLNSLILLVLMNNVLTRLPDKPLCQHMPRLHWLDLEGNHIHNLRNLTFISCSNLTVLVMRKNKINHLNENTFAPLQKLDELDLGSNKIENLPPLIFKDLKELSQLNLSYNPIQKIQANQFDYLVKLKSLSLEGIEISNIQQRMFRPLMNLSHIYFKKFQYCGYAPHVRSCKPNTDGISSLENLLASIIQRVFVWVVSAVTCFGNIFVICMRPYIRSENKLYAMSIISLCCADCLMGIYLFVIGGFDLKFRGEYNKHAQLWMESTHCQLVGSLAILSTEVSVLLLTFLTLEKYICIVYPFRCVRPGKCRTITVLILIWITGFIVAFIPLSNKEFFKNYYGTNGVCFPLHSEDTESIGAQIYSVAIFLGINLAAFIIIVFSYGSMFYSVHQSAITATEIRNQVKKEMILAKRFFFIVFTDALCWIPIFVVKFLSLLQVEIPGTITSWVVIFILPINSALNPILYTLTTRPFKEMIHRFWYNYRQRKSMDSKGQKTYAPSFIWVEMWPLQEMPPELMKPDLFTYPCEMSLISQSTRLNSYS
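HEK293 cells stably expressing RXFP1, treated 30 min at 37C with compounds plus PDE4 inhibitor Ro 20174; cAMP measured by HTRF TR-FRET. Normalized to buffer and 29 nM porcine relaxin; EC50 by Hill fit.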
D1 PAM: Potentiators of Human D1 Dopamine Receptor: qHTS; HEK293 TREx D1 cells, calcium flux, dopamine EC20 potentiation; potentiation, % at 10 µM; 0.036% of 360,000 active; in the data active = potentiation above about 30%; also: 0% is about no effect
LDHA block: qHTS assay for inhibitors of human lactate dehydrogenase | purified LDHA, NADH/diaphorase-resazurin fluorescence; stronger effect = lower value | activity change, % (values are at about 110 or 230 µM) | 0.15% of 480,000 active | AID 1347041, 2019; in the data active = activity change below about -30%; inconclusive = mostly about -25% to -30%;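 also: plate controls were DMSO wells for no effect and wells without enzyme for full effect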
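Human LDH5 at 2 nM final in Tris HCl pH 7.4 with 0.06 mM NADH and 0.2 mM pyruvate, reacted 5 minutes at room temperature. Remaining NADH coupled via diaphorase/resazurin; resorufin fluorescence read at 0 and 20 minutes, normalized to enzyme-free and DMSO wells.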
D1 ag: Allosteric Agonists of the Human D1 Dopamine Receptor: qHTS | D(1A) dopamine receptor (Homo sapiens), P21728 | HEK293 T-REx D1 cells, calcium flux, agonist mode | activation, % at 2 µM | 1% of 360,000 active | AID 504660, 2011; in the data active = activation above about 30%; also: 0% is about no effect
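Agonism was scored from calcium flux recorded over 180 s (1 read/s) after pintool compound addition, following a 10-cycle baseline. Cells were inducible force-coupled HEK293 TREx D1, plated overnight at 30 C and loaded with no-wash calcium dye.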
An asterisk follows results filed as active; ? = inconclusive; . = no result given; & = joins results of further samples. Unless noted, calls follow the shape of the dose curve; as a rule, active = well fitted curve in the direction sought with a large enough effect; inconclusive = small, poorly fitted or top-dose-only effect, or another doubt; inactive = no such curve, though single readings can be large; an effect the other way counts as inactive or inconclusive.

smiles	D2 potentiator	Glioma ERSR ind	D1 antag	Vif-APOBEC3F blk	Vif-APOBEC3G blk	RXFP1 agonist	D1 PAM	LDHA block	D1 ag
Cc1cccc(N2CCN(C(=O)c3cccn3-c3nnc(N4CCCCC4)s3)CC2)c1C	0	-6%	-4	8%	1%	14%	2	-2	2
CC(C)CC(C(=O)NC1CCCC1)N(Cc1ccc2c(c1)OCO2)C(=O)c1snc(C(N)=O)c1N (centres undefined)	5	-3%	-7	5%	1%	-1.1%	-8	-8	4
COC(=O)Nc1nc(-c2ccccc2)c(C(=O)c2ccccc2)s1	-7	-6%	-17	-9%	-46%	5.8%	-8	-12	2
Cc1cccc(N2C(=O)CC(SC(=Nc3ccccc3)Nc3ccccc3)C2=O)c1 (centres undefined)	-23	-3%	-3	1%	-2%	-0.3%	-5	-6	4
Cc1sc2ncnc(N3CCC(C(=O)Nc4nc5ccc(Cl)cc5s4)CC3)c2c1C	11	4%	5	-10%	0%	6.8%	-3	-5	-1
COc1cc(-c2noc(C)c2-c2ccc(N(C)C)nc2)cc(OC)c1OC	-4	1%&9%	-59*	-5%	-41%&-35%	-0.7%	0	-2	89*
CC(C)Sc1ncc(Cl)c(C(=O)Nc2nc3ccc(S(C)(=O)=O)cc3s2)n1	3	-2%	-4	1%	3%	1.4%	-3	0	2
O=C(COc1ccc2ccc(=O)oc2c1)N1CC[C@@]2(O)CCCC[C@H]2C1	8	-2%	-49*	4%	0%	1.7%	-10	-8	0
COc1ccccc1C(=O)O/N=C(\c1ccccc1)c1ccncc1	11	-4%	3	-13%	-1%	2.5%	-1	-12	0
O=C1C2C(C(=O)N1c1nccs1)C1C=CC2C12CC2 (centres undefined)	8	-3%	.	2%	3%	-0.9%	-5	-6	0
CCCN(CCC)Cc1c(C(=O)N/N=C/c2cccs2)nnn1-c1nonc1N	4	-3%	-16	1%	0%	0.7%	-9	0	3
O=S(=O)(Nc1ccc(-n2cnnn2)cc1)c1cccc(F)c1	4	-4%	0	1%	0%	2.9%	2	-3	3
CC(OC(=O)c1ccc(Cl)cc1)C(=O)NCc1ccc2c(c1)OCO2 (centres undefined)	-7	-3%	1	-8%	6%	1.4%	-3	-1	2
CCCN(CCC)c1nn2c(=O)c(C(=O)NCc3cc(Br)ccc3OC)cnc2s1	-6	-2%	-1	4%	0%	-0.1%	-1	-11	2
O=c1c2ccccc2nc(-c2ccccc2)n1Cc1ccccc1	2	1%	5	4%	3%	0.7%	-2	-4	-1
Cc1ccccc1NC(=S)NC(NC(=O)C(C)(C)C)C(Cl)(Cl)Cl (centres undefined)	0	0%	32	-4%	0%	0.8%	4	-5	9
O=C(N=Nc1c(O)[nH]c2ccc([N+](=O)[O-])cc12)c1ccccc1Cl	4	-1%	-15	11%	0%	10%	-2	-9	7
O=C(NN=C(Cc1ccccc1)Cc1ccccc1)c1ccccc1O	30	4%	-23	-21%	1%	3.4%	-5	13	16
COc1ccc(CNc2oc(C)nc2C#N)cc1	-2	-3%	-6	-6%	-4%	-1.7%	-3	0	-1
COc1ccccc1NC(=O)Nc1nnc(Cc2ccc(F)cc2)s1	-2	-2%	-36*	-11%	-9%	-0.1%	-14	-1	3

Further structures
smiles	D2 potentiator	Glioma ERSR ind	D1 antag	Vif-APOBEC3F blk	Vif-APOBEC3G blk	RXFP1 agonist	D1 PAM	LDHA block	D1 ag
CCC(C(=O)NCCCN1CCN(C)CC1)n1nc(C)c2sc3ccccc3c2c1=O (centres undefined)	1	-7%	-5	0%	-1%	4.4%	-1	-2	0
CCN1CCN(CCCNC(=O)C2CCCN(c3nc4c(C)cc(C)cc4s3)C2)CC1 (centres undefined)	-17	-1%	-35*	-7%	2%	-0.6%	-9	-5	-1
Cc1cc(=O)n2[nH]c(-c3cccnc3)nc2n1	0	.	1	.	.	1.2%	5	.	2
CC1CCCCN1CCCNC(=O)C1CCCN(c2ncnc3c2nc2n3CCCCC2)C1 (centres undefined)	-3	-5%	-6	-5%	9%	11%	1	-4	2
COc1ccc([C@H]2C[C@@H](n3cc(-c4ccc(F)cc4)nn3)[C@H](O)CN2CC2CCCCC2)cc1	.	-3%	.	-4%	-11%	.	.	-8	.
CC(C)=C1C2CCC1C1C(=O)N(c3nc(-c4ccc(F)cc4)c(C)s3)C(=O)C21 (centres undefined)	6	-4%	7	.	0%	2.3%	16	-1	2
O=C(NCc1ccc2c(c1)OCO2)c1cccc(S(=O)(=O)N2CCOCC2)c1	-6	-6%	-9	6%	0%	1.9%	1	-4	0
Cn1c(N)c(C(=O)COC(=O)Cc2ccc(F)cc2)c(=O)n(C)c1=O	-7	-5%	-12	2%	1%	8.3%	-1	-10	7
Cn1c(=O)cc(OCCCC(=O)N2CCN(c3ccccc3)CC2)c2ccccc21	15	-1%	2	-15%	-4%	0.0%	0	3	0
O=C(CCCN1C(=O)/C(=C\c2ccccc2)SC1=S)Nc1ccc(O)cc1	0	-10%	-12	1%	-12%	-1.7%	-2	5	5
CCN(CC(=O)Nc1cc(C)nn1-c1nc(C)cc(C)n1)Cc1ccccc1	11	-5%	0	?	?	0.8%	-5	-6	0
Cc1cc(C)cc(C(=O)Nn2cnnc2)c1	5	-4%	19	-3%	-1%	0.3%	5	-9	4
COC(=O)c1ccc(-n2c(C)cc(C(=O)COC(=O)CC3Sc4ccccc4NC3=O)c2C)cc1 (centres undefined)	8	3%	-18	4%	0%	-0.2%	-2	-1	3
C(=C\c1ccccc1)/CNn1cnnc1	2	-5%	-5	-9%	0%	1.1%	-3	-2	5
CC(C)c1c(C(=O)N/N=C/c2cccc3ccccc23)nnn1-c1nonc1N	3	-5%	-12	-1%	-8%	-3.8%	-1	-4	5
CC(C)=C1C2C=CC1C1C(=O)N(c3ccc4c(c3)OCO4)C(=O)C21 (centres undefined)	-1	-4%	-1	-12%	-1%	-0.4%	4	-1	7
O=C(CCc1ccccc1O)NC1CCCc2ccccc21 (centres undefined)	-6	2%	-6	1%	0%	3.4%	-6	-5	2
CCN1CCSc2ccc(C(=O)NC(C)c3ccccc3)cc21 (centres undefined)	-4	-2%	2	4%	-3%	8.9%	-5	0	3
CCCn1c(SCC(=O)N(CC)CC)nnc1-c1ccncc1	-6	-4%	-4	8%	0%	-2.3%	0	1	3
O=C(COC(=O)c1cc(S(=O)(=O)N2CCOCC2)ccc1F)c1ccccc1	.	-1%	.	2%	3%	.	.	-3	.

Further records.
smiles	D2 potentiator	Glioma ERSR ind	D1 antag	Vif-APOBEC3F blk	Vif-APOBEC3G blk	RXFP1 agonist	D1 PAM	LDHA block	D1 ag
O=C(Nc1cccc([N+](=O)[O-])c1)c1cc(S(=O)(=O)Nc2ccccn2)ccc1Cl	5	-4%	-28	6%	-7%	-2.7%	1	-8	0
O=C(/C=C/c1ccccc1)OCCCN=C1NS(=O)(=O)c2ccccc21	-2	-5%	-15	-7%	-1%	-0.3%	-2	-8	9
COCCN(CC1CCCN(C2Cc3ccccc3C2)C1)C(=O)CCC(N)=O (centres undefined)	3	2%	6	6%	3%	0.4%	-3	-3	6
Cc1ccccc1-c1noc(-c2cc(-c3ccc(F)cc3)n[nH]2)n1	.	-1%	-19	-20%	6%	-0.3%	-5	4	4
CCCn1c(C)nc2c(c1=O)c1nc3ccccc3nc1n2-c1ccccc1	.	-6%	.	10%	0%	.	.	-2	.

Gathered by group, those above containing a Cl atom.
smiles	D2 potentiator	Glioma ERSR ind	D1 antag	Vif-APOBEC3F blk	Vif-APOBEC3G blk	RXFP1 agonist	D1 PAM	LDHA block	D1 ag
Cc1sc2ncnc(N3CCC(C(=O)Nc4nc5ccc(Cl)cc5s4)CC3)c2c1C	11	4%	5	-10%	0%	6.8%	-3	-5	-1
CC(C)Sc1ncc(Cl)c(C(=O)Nc2nc3ccc(S(C)(=O)=O)cc3s2)n1	3	-2%	-4	1%	3%	1.4%	-3	0	2
CC(OC(=O)c1ccc(Cl)cc1)C(=O)NCc1ccc2c(c1)OCO2 (centres undefined)	-7	-3%	1	-8%	6%	1.4%	-3	-1	2
Cc1ccccc1NC(=S)NC(NC(=O)C(C)(C)C)C(Cl)(Cl)Cl (centres undefined)	0	0%	32	-4%	0%	0.8%	4	-5	9
O=C(N=Nc1c(O)[nH]c2ccc([N+](=O)[O-])cc12)c1ccccc1Cl	4	-1%	-15	11%	0%	10%	-2	-9	7
O=C(Nc1cccc([N+](=O)[O-])c1)c1cc(S(=O)(=O)Nc2ccccn2)ccc1Cl	5	-4%	-28	6%	-7%	-2.7%	1	-8	0

Some of the compounds tested. The share of hits here may be higher or lower than overall.
